# TPT1 inh: inhibitors of Candida albicans tRNA 2'-phosphotransferase TPT1. recombinant caTPT1, FP RNA substrate dephosphorylation. inhibition, % at 5 µM. 0.81% of 300,000 active. AID 1962;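 active = inhibition above the mean of all tested compounds plus 3 SD, set per screening campaign, cut at about 24% in these data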;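 also: plate controls were DMSO alone for no effect and ferristatin control at 100 nM for full effect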
# EBNA-1 inhibitor: blocks EBNA-1 binding to DNA; EBNA-1 DNA binding, fluorescence polarization; inhibition, % at 14.8 µM; 0.34% of 300,000 active; AID 1950; in the data active = inhibition above about 28%
# CR mimetic SO: caloric restriction mimetics inhibiting age-related superoxide in yeast; S. cerevisiae aged cells, superoxide DHE fluorescence; stronger effect = lower value; superoxide response (% of plate mean), % at 10 µM; 0.18% of 330,000 active; AID 2690;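 active = superoxide response under a set limit, about three screen SD below normal, cut at about 65% in these data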;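 also: yeast aged for seven days with compound at 30 °C before DHE staining; 100% = average MFI of all compound-treated wells on the plate with controls excluded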
# GASC-1 inh: human JMJD2C demethylase inhibition. 0.069% of 330,000 active. inhibition, % at 2.35 µM. GST-JMJD2C(1-420) H3K9me3 demethylation, DELFIA europium. AID 2099;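 active = more than half of a compound's replicate wells show inhibition beyond 50%, single wells judged on their own value; inconclusive = some, but no more than half, of replicates pass 50% inhibition; inactive = no replicate passes 50% inhibition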;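 also: signal counts dimethyl H3K9 product captured on neutravidin plate; 0% = median of DMSO wells and 100% = 0.3 times that DMSO median; strong numbers were not always called active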
# Target sequence (Q9H3R0 1-420 limits assumed): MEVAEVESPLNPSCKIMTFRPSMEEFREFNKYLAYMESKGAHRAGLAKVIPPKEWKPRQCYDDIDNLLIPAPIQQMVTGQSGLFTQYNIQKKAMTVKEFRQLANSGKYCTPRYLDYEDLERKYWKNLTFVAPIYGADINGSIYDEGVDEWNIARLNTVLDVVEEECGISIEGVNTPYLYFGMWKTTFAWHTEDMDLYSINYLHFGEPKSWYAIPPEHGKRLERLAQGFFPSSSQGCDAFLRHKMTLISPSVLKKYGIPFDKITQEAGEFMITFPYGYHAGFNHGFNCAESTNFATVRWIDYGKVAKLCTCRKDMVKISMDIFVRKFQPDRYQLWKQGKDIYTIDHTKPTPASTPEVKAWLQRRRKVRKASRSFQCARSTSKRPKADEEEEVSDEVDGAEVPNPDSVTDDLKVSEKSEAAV
# core dimer inh: HCV core protein dimerization inhibition; 0.33% of 300,000 active; TR-FRET GST/Flag-core106 dimerization, 1536-well; inhibition, % at 5 µM;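 active = inhibition above the mean of all tested compounds plus 3 SD, set per screening campaign, cut at about 45% in these data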
#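 Assay system – GST-tagged and Flag-tagged HCV core protein residues 1-106 · Quantity – core106 proteins, GST 13.5 nM and Flag 17 nM · Benchmarks – unlabelled core106 and no-GST-core106 wells · Read-out basis – percent inhibition of core106 dimerization signal · Detection – time-resolved FRET, ex 340 nm, em 617 and 671 nm · Schedule – 4 h at 22.5 °C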
# CTSL1 counter: blocks F. hepatica cathepsin L1 in PFM18AAP counter-screen. recombinant F. hepatica cathepsin L1, Z-Leu-Arg-MCA fluorescence. inhibition, % at 5.96 µM. 0.49% of 300,000 active. AID 1906;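 active = inhibition above the mean of all tested compounds plus 3 SD, set per screening campaign, cut at about 17% in these data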;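 also: 0% = plate median of test compound wells and 100% = 1 µM Z-Phe-Ala-diazomethylketone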
# ZTA counter: counter-screen for EBNA-1 inhibitors: inhibitors of Epstein-Barr virus ZTA; 0.15% of 320,000 active; P03206; ZTA-DNA binding, fluorescence polarization; inhibition, % at 11 µM; in the data active = inhibition above about 33%
# Target sequence (P03206 whole entry, looked up): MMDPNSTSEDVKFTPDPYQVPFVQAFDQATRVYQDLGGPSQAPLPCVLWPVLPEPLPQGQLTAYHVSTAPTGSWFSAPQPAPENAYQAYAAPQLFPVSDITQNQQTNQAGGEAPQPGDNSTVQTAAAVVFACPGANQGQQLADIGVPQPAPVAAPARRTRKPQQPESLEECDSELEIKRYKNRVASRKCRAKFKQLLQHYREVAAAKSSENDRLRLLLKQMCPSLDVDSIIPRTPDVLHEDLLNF
# PP5 inh: PP5 (human) phosphatase inhibition | AID 1987 | P53041 | purified PP5c, OMFP substrate fluorescence | inhibition, % at 6.7 µM | 0.18% of 320,000 active;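 active = inhibition above the campaign's mean inhibition across all tested compounds plus 3 SD, cut at about 9.5% in these data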;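 also: 0% = DMSO only and 100% = 100 µM cantharidin control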
# PP1 inh: counter-screen for PP5 inhibitors: inhibitors of human PP1-alpha; inhibition, % at 6.7 µM; purified PP1alpha, OMFP fluorescence; AID 2235; 0.9% of 320,000 active;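 active = inhibition above the mean inhibition of all tested compounds plus 3 SD, computed separately for each screening campaign, cut at about 15% in these data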
# Target sequence (P62136 whole entry, looked up): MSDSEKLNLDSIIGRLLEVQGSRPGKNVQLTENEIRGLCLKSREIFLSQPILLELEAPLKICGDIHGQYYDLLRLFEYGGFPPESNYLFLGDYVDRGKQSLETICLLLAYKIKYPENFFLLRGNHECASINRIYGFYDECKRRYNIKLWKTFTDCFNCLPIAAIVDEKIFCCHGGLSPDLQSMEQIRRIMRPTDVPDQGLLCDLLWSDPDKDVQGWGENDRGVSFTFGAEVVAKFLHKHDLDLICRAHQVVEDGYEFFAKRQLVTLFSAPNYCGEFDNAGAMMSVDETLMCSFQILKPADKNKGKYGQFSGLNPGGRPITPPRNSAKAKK
# * = called active by the depositor; ? = inconclusive; / = no result given.
SMILES,TPT1 inh,EBNA-1 inhibitor,CR mimetic SO,GASC-1 inh,core dimer inh,CTSL1 counter,ZTA counter,PP5 inh,PP1 inh
Cc1cccnc1NC(=O)C(C)N1C(=O)c2ccccc2C1=O (configuration not stated),4,10,111,-5,5,-1,2,-1.1,-6
COC(=O)C1=C(C)N(Cc2ccco2)C(=O)N[C@H]1c1cccc(C(F)(F)F)c1,-2,-6,90,-4,-8,5,-14,3.5,-1
O=C(CCNC(=O)c1ccc(Cl)cc1)NCCC1=CCCCC1,0,-12,117,12,-2,0,-10,1.7,-3
COc1cccc(/C=N/NC(=O)CNC(=O)c2ccncc2)c1O,2,-8,122,9,3,0,-3,-0.6,-7
COCCCNC(=O)c1ccc2nc(Cc3ccc(OC)cc3)oc2c1,-4,1,115,2,10,2,11,0.0,-2
COC(=O)C1CCCN1S(=O)(=O)c1ccc([N+](=O)[O-])cc1 (configuration not stated),-2,-27,95,17,-6,53*,-8,7.5,-5
CCc1nnc(NS(=O)(=O)c2ccc(NC(=O)c3ccccc3)cc2)s1,-1,0,104,4,0,-1,-3,-0.1,3
O=C(NCc1cccc2ccsc12)c1cccs1,/,/,100,1,/,/,-4,2.3,-1
Cc1ccc(CNC(=O)c2ccc(NS(=O)(=O)c3cccs3)cc2)cc1,-1,2,89,-34,5,-1,-3,-2.5,-1
NC(=O)C1CCN(C(=O)c2cc3ccccc3cc2O)CC1,-1,-4,92,3,-8,-4,-11,0.9,-5
c1csc(-c2csc3nc(CN4CCOCC4)nc(NCc4ccc5c(c4)OCO5)c23)c1,1,14,101,47,2,4,4,1.1,4
COc1ccc(-c2noc(=O)[nH]2)cc1,1,5,123,-3,2,-3,-4,-0.8,-1
Cc1c(C(=O)OCc2nc3scc(-c4ccccc4)c3c(=O)[nH]2)cccc1[N+](=O)[O-],2,1,111,-5,26,-6,-8,0.7,4
COc1ccc(CNC(=O)C2CCN(S(=O)(=O)c3ccccc3)CC2)cc1,2,6,83,0,3,0,-3,0.0,-1
O=C(c1ccco1)c1cn(CC(=O)N2CCCc3ccccc32)c2ccccc12,-4,4,112,-5,6,2,-17,2.1,0
Cc1ccc(/C=C2\SC(=S)N(c3cccnc3)C2=O)o1,-3,0,89,-3,-4,5,-4,0.3,0
CC1CC(C)CN(CC(=O)N2CCOCC2)C1 (configuration not stated),-2,-9,100,-2,-2,-6,-5,-1.1,2
O=C(CN1CCCCCC1)Nc1ccccc1Oc1ccccc1,2,2,107,-19,-5,3,0,-0.3,-4
COC(=O)c1sc(S(=O)(=O)N2CCN(c3ccccc3)CC2)c(C(=O)OC)c1C,-3,-12,86,-21,0,0,-20,-0.1,3
NC(=O)C1CCN(CC(=O)Nc2ccccc2N2CCOCC2)CC1,-3,1,86,-4,-2,-2,2,-1.1,-3
Nc1cc[n+](CC(=O)c2ccc3c(c2)OCCO3)cc1,-1,11,85,1,-6,1,8,-1.7,0
COc1ccc(-c2nn(-c3ccccc3)cc2/C=C/C(=O)O)cc1[N+](=O)[O-],-2,3,97,6,6,-1,-3,3.9,3
COc1ccc(NC(=O)N2CCCC(C(=O)NC(C)C)C2)cc1 (configuration not stated),0,-3,128,-6,-7,1,1,2.3,-2
O=C(Cc1ccccc1)NCC(=O)OCC(=O)c1ccc(OC(=O)c2ccccc2)cc1,0,12,94,-11,0,-15,4,1.6,-2
CNS(=O)(=O)c1c(C)cc(C)c(N(C)S(=O)(=O)c2ccccc2)c1C,-1,-7,94,-1,-2,-1,-3,1.7,-3
CCOc1ccc(NC(=O)CSc2nc3cccnc3n2CCOC)cc1,1,-4,96,-7,0,1,21,-0.1,-4
COc1ccccc1-c1nnc2n1N=C(C(C)(C)C)CS2,3,6,92,-5,-4,0,-4,1.9,-7
CCOc1cc(N2CCCC2)ccc1[N+](=O)[O-],8,12,114,-2,4,-2,3,-2.1,3
CCOC(=O)N1CCN(C(=O)c2cn(CC)c3ccc(S(=O)(=O)N4CCCC4)cc3c2=O)CC1,-3,2,96,2,-2,1,2,0.5,-2
OC(CNCc1cccc(Cl)c1)c1ccccc1 (configuration not stated),3,3,76,-5,-1,0,-2,-1.1,-3

# By substructure: the compounds so far with an aryl methoxy group.
SMILES,TPT1 inh,EBNA-1 inhibitor,CR mimetic SO,GASC-1 inh,core dimer inh,CTSL1 counter,ZTA counter,PP5 inh,PP1 inh
COc1cccc(/C=N/NC(=O)CNC(=O)c2ccncc2)c1O,2,-8,122,9,3,0,-3,-0.6,-7
COCCCNC(=O)c1ccc2nc(Cc3ccc(OC)cc3)oc2c1,-4,1,115,2,10,2,11,0.0,-2
COc1ccc(-c2noc(=O)[nH]2)cc1,1,5,123,-3,2,-3,-4,-0.8,-1
COc1ccc(CNC(=O)C2CCN(S(=O)(=O)c3ccccc3)CC2)cc1,2,6,83,0,3,0,-3,0.0,-1
COc1ccc(-c2nn(-c3ccccc3)cc2/C=C/C(=O)O)cc1[N+](=O)[O-],-2,3,97,6,6,-1,-3,3.9,3
COc1ccc(NC(=O)N2CCCC(C(=O)NC(C)C)C2)cc1 (configuration not stated),0,-3,128,-6,-7,1,1,2.3,-2
COc1ccccc1-c1nnc2n1N=C(C(C)(C)C)CS2,3,6,92,-5,-4,0,-4,1.9,-7

# New compounds follow.
SMILES,TPT1 inh,EBNA-1 inhibitor,CR mimetic SO,GASC-1 inh,core dimer inh,CTSL1 counter,ZTA counter,PP5 inh,PP1 inh
COc1ccc(C(C)NC(=O)Cc2cccs2)cc1 (configuration not stated),-4,-4,106,-19,-6,3,1,-3.1,-1
COCCSc1nnc(NC(=O)C2CC(=O)N(CCc3ccc(F)cc3)C2)s1 (configuration not stated),0,6,93,8,7,2,2,1.1,-1
CNC(=O)CN(c1cc(OCCOC)c(Cl)cc1Cl)S(=O)(=O)c1ccc(OC)cc1,-1,-3,93,-2,-6,4,-15,-0.1,-2
CCN(CC(=O)Nc1ccc(OC)cc1)C(=O)c1oc2c(Cl)cccc2c1C,1,-20,101,?,1,2,-1,0.4,-2
CC1=C([N+](=O)[O-])C(c2ccc(Cl)cc2)NC(=O)N1 (configuration not stated),-3,-14,96,-4,-10,2,-10,3.5,1
O=C(NN=C1CCCC1)c1cc(-c2ccc(F)cc2)nc2ccccc12,0,5,106,8,-1,7,-3,0.9,0
Cn1c(=O)oc2cc(S(=O)(=O)Nc3ccc4c(c3)OCCO4)ccc21,-1,6,98,-5,-4,-1,24,-0.9,10
COc1ccc(NC(=O)C(NS(=O)(=O)c2cccs2)C(C)C)cc1Cl (configuration not stated),-2,3,95,7,0,2,-4,1.4,0
FC(F)(Cl)c1nnc2ccc(Cl)nn12,1,2,105,0,-2,0,16,-1.7,-6
CC1CCN(C(=O)COC(=O)c2cc3ccccc3cc2O)CC1,2,-12,103,3,5,2,3,4.1,1
CCNC(=S)N(CCO)Cc1cc2cc3c(cc2[nH]c1=O)OCO3,-1,-8,104,4,-6,2,5,0.3,0
COc1ccc(/C=N/NC(=O)Cn2c(Cc3ccc(OC)c(OC)c3)nc3ccccc32)cc1,-2,10,98,0,10,-1,-23,2.8,-7
CCCCN(C(=O)c1c(CC)noc1C)c1c(N)n(CCCC)c(=O)[nH]c1=O,1,-5,105,-1,-5,2,-15,0.1,-4
Cc1ccc2occ(CN3CCN(Cc4ccccc4)CC3)c(=O)c2c1,-6,-4,98,-8,4,-1,-4,2.6,-2
CCN(CC)CCN1C(=O)C(=O)/C(=C(/O)c2cnn(-c3ccccc3)c2C)C1c1cccnc1 (configuration not stated),2,-3,95,0,-5,2,-9,1.1,-3
COc1cccc(NC(=O)C2CCCN(S(=O)(=O)c3cccc4nsnc34)C2)c1 (configuration not stated),-1,6,99,-6,2,-1,7,-0.5,1
Cc1cc(C)cc(NC2=CC(=O)CC(c3ccco3)C2)c1 (configuration not stated),-5,5,90,12,-1,0,-5,2.0,3
O=C1CCCN1Cc1ccccc1,-1,4,89,10,1,1,-1,-0.4,-2
COc1cc(NC(=O)C2C3C=CC(C3)C2C(=O)O)c(OC)cc1Cl (configuration not stated),0,-7,129,16,-1,0,-19,4.7,0
CCNC(=S)N1CCc2cc(OC)c(OC)cc2C1COc1ccc(OC)cc1 (configuration not stated),1,-7,111,-12,3,-1,-5,0.4,3
O=C(N/N=C/c1ccccc1)c1ccc(N2CCOCC2)c([N+](=O)[O-])c1,-2,2,99,-4,-7,5,-16,-1.8,0
C/C(=N\NC(=O)c1ccccc1-n1cccc1)C1CC1,0,-7,97,-7,-8,2,4,-0.4,-2
Nc1cccnc1Sc1cc(Cl)c(Cl)cc1Cl,-3,-1,94,8,-4,-7,-1,3.0,5
COc1ccc2nc(N3CCCC(C(=O)NCCCN4C(C)CCCC4C)C3)sc2c1 (configuration not stated),1,7,90,2,34,-2,11,-2.0,11
O=C1CC(N2CCN(c3ccccn3)CC2)C(=O)N1c1ccc(F)cc1 (configuration not stated),7,-15,104,-16,0,-1,-10,2.9,7
COc1ccc(C(C(=O)NCC2CCCO2)N(C(=O)CNC(=O)c2ccco2)c2ccccc2)cc1OC (configuration not stated),1,-3,108,17,-11,-1,-10,1.1,-5
CCCOC(=S)Nc1ccccc1,-6,6,78,-10,-1,-1,-7,-0.3,-2
COc1cccc(OC)c1C(=O)Nc1ccc(Br)c(C(=O)c2ccccc2)c1,-3,6,91,-3,9,2,1,2.2,0
N#Cc1c2ccc(OCC(N)=O)cc2n2ccccc12,-6,-4,110,96,-16,2,12,2.5,-2
Cc1nn(CC(=O)NCCCc2ccccc2)c(=O)c2cc3occc3n12,0,-2,81,0,-2,0,-5,-0.4,4
CC(=O)/C(=N/Nc1cccc(Cl)c1)N1CCOCC1,-2,11,103,6,-6,6,-1,-0.9,-2
C=CCNCCCOc1ccc(C(C)(C)c2ccccc2)cc1,-2,-6,102,-2,-13,-1,-23,0.9,5
CC(=O)N1CCC(=NNC(=O)c2cc3ccccc3cc2O)CC1,7,0,99,-1,-3,4,4,0.3,2
CCCCOc1ccc(C(=O)NCc2ccccn2)cc1,-9,1,98,1,-7,5,-2,0.1,0
COc1ccc2nc(NC(=O)c3cnccn3)sc2c1,5,7,78,10,19,1,-2,1.4,0
O=c1c2ccccc2cnn1Cc1ccc(Br)cc1F,0,5,103,0,2,0,-13,1.5,2
Cc1ccc(CN2CCNC(=O)C2CC(=O)O)cc1 (configuration not stated),-4,1,98,19,-4,-1,-3,1.0,-3
CCOc1ncccc1C(=O)OCC(=O)Nc1cc(C)ccc1C,-1,-5,106,-11,-1,-1,3,1.3,-1
CCCC(=O)OCCNc1cc(Sc2nc3ccccc3[nH]2)c2nonc2c1[N+](=O)[O-],-2,1,140,26,2,-2,-7,2.6,1
Cn1c2ccccc2c2cnn(CC(=O)Nc3ccc(Cl)cc3)c(=O)c21,6,7,110,1,7,4,-2,1.3,18*
Cc1ccc(CNC(=O)CCCC(=O)c2ccccc2)cc1,-2,3,91,5,0,2,4,0.5,0
Cc1cc(C)cc(NC(=O)CSc2ccc(-c3ccccn3)nn2)c1,-3,-8,109,0,7,1,-7,4.3,-2
Cc1cc(C)cc(NC(=O)N2CCCC2C(=O)Nc2ccc(-n3cnnn3)c(C)c2)c1 (configuration not stated),-1,-9,96,-5,-2,0,-8,2.2,-4
Cc1cccc(Nc2nnc(SCC(=O)N(C)C3CCS(=O)(=O)C3)s2)c1C (configuration not stated),-1,11,96,-7,1,1,-4,-2.3,-1
